High-throughput results: PubChem BioAssay, several laboratories
OX1R antag: antagonists of human orexin 1 receptor (OX1R); OX1R-expressing cells, FRET antagonist read-out; inhibition, % at 6.6 µM; 1.8% of 330,000 active; AID 485270, 2010; in the data active = inhibition mostly above about 38%, no sharp cut-off; inactive = mostly below about 40%;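 note: 0% = agonist challenge alone and 100% = reference antagonist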
Target sequence (O43613 whole entry, looked up): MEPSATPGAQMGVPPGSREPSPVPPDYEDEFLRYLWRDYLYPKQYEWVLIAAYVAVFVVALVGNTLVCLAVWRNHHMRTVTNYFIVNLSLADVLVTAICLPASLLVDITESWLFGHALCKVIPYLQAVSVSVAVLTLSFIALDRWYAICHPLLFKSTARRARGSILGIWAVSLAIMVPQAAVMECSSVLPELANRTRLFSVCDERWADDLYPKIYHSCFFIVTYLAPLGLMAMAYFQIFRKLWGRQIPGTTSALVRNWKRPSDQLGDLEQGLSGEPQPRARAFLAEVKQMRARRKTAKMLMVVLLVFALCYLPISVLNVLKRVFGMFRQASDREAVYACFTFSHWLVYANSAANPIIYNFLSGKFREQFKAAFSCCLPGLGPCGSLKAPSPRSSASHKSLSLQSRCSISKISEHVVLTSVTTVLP
STK33 kinase inh: inhibitors of purified STK33 kinase, primary screen, biochemical, ADP-Glo luminescence, homogeneous, cell-free | MBP phosphorylation | AID 2661, 2010 | Serine/threonine-protein kinase 33 (Homo sapiens), Q9BYT3 | 0.073% of 320,000 active | inhibition, % at 10 µM;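 active = inhibition at or above 25%, using the most active replicate where run in duplicate; inactive = inhibition below 25%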
Target sequence (Q9BYT3 whole entry, looked up): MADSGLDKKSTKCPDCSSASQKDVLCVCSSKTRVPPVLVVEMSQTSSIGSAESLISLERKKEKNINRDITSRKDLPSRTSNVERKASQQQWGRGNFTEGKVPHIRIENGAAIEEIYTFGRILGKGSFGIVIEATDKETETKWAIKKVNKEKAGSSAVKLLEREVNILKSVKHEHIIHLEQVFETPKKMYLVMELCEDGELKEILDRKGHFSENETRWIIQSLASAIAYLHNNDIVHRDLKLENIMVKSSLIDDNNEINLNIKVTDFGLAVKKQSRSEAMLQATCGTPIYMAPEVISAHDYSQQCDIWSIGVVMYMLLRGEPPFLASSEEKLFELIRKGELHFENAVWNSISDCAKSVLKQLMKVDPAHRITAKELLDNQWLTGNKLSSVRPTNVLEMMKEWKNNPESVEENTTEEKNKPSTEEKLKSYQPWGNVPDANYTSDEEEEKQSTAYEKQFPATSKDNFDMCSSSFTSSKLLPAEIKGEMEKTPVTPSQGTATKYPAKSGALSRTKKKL
Numbers without * were called inactive; · = not tested or not shown.

Order of results: OX1R antag | STK33 kinase inh
> NC(=O)C(Cc1ccccc1)N1C(=O)c2ccccc2C1=O (stereo unspecified)
  9 | 0.0
> COc1ccc(C2/C(=C(\O)c3ccc4c(c3)CC(C)O4)C(=O)C(=O)N2Cc2cccnc2)c(OC)c1 (stereo unspecified)
  25 | -1.0
> O=[N+]([O-])c1ccc(Sc2ccccc2Cl)nc1
  11 | 0.6
> Cc1nn(C(=O)c2ccoc2C)c(N)c1-c1ccccc1
  6 | -0.7
> COc1ccc(-n2cc(CNCCCN3CCCC3=O)c(-c3ccccc3Cl)n2)cc1
  16 | -1.1
> Cc1ccc(C(=O)NCC2CCCN2S(=O)(=O)c2cccs2)cc1C (stereo unspecified)
  34* | -0.9
> COc1ccc(N(C(=O)c2ccncc2)S(=O)(=O)c2ccc(F)cc2)cc1
  34 | -0.3
> COc1ccc(CCNC(=S)c2ccccc2)cc1OC
  12 | 5.2
> COc1cc(/C=C/C(=O)c2ccccc2O)cc(OC)c1OC
  6 | -0.4
> O=C(NNC1CC(=O)N(c2ccc(Br)cc2)C1=O)c1ccco1 (stereo unspecified)
  6 | -0.1
> CCCc1nnc(NC(=O)CCC(=O)NC2CCCCC2)s1
  13 | -0.2
> CCN(CC)C(=O)OCc1c(-c2cccc(OC)c2)ncc2ccccc12
  18 | 1.4
> CCOc1cc(C(=O)N/N=C/C2CC=CCC2)cc(OCC)c1OCC (stereo unspecified)
  5 | 0.1
> O=C(COC(=O)Cc1ccsc1)NCc1ccc(Cl)cc1
  7 | 6.1
> Cc1cccc(N2CCN(C(=O)CNC(=O)Cc3ccccc3)CC2)c1C
  3 | -0.1
> CCOC(=O)c1[nH]nc(-c2c(O)cc(C)cc2O)c1-c1csc(C)n1
  19 | -1.6
> Cc1ccc(S(=O)(=O)NC2CC2)s1
  35 | -0.9
> Cc1ccc(N2CCN(CCCCN3C(=O)C4CCCN4C3=O)CC2)cc1 (stereo unspecified)
  10 | 0.0
> COc1ccccc1CNC(=O)CSc1nnc2c(n1)[nH]c1ccc(F)cc12
  9 | 1.4
> CCCCN(C(=O)c1cccc(S(=O)(=O)N2CCN(Cc3ccccc3)CC2)c1)c1ccccc1
  14 | -0.8
> N/C(=N\OC(=O)COc1ccc([N+](=O)[O-])cc1)c1cccnc1
  19 | -0.6
> N#C/C(=C/c1cccc(O)c1)C(=O)NCc1ccc(Cl)cc1
  6 | -1.0
> O=C(COC(=O)C12CC3CC(CC(Br)(C3)C1)C2)Nc1cccc(S(=O)(=O)N2CCOCC2)c1
  14 | -2.3
> CCOc1ccc(NC(=O)COC(=O)Cn2nc(C)c([N+](=O)[O-])c2C)cc1OCC
  11 | -3.2
> CCOc1ccccc1CNC(=O)c1ccc2c(c1)N(CC)CCS2
  29 | -0.5
> COc1ccc(C(=O)Nc2ccc(N3CCN(C(=O)c4ccccc4)CC3)cc2)cc1[N+](=O)[O-]
  23 | -0.7
> CC(Cl)C(=O)c1c[nH]c2ccccc12 (stereo unspecified)
  10 | 0.5
> Cc1csc2ncc(C(=O)NCCc3ccccc3)c(=O)n12
  6 | -1.5
> CC(=O)NC(C)C12CC3CC(CC(CC(=O)O)(C3)C1)C2 (stereo unspecified)
  7 | -0.7
> O=C(O)CCC(=O)Nc1sc2c(c1C(=O)Nc1cccc3ccccc13)CCCCC2
  7 | -1.3
> CCOCc1nnc(NC(=O)C2c3ccccc3Oc3ccccc32)s1
  -1 | -2.5
> CC(C)CC(NC(N)=O)C(=O)NCCc1ccc(Cl)cc1 (stereo unspecified)
  9 | -1.4
> COc1cccc(-n2c(C)nnc2SCC(=O)Nc2ccccc2N2CCOCC2)c1
  6 | -1.0
> COc1ccccc1C(=O)NCCC(=O)NCc1ccncc1
  4 | 0.4
> C/C(=N\NC(=O)c1csc(C)c1C)c1ccc(Cl)s1
  1 | -0.4
> COc1ccc(C(O)CNc2ccc(C)cc2)cc1 (stereo unspecified)
  6 | -0.6
> CCOc1ccccc1OCC(=O)Nc1nc2ccccc2[nH]1
  24 | -0.9
> COc1ccc(Cl)cc1NC(=O)CN(C)C(=O)/C=C/c1ccco1
  6 | 7.8
> CC(C)OC(=O)CSc1nnc(-c2ccncc2)n1N
  8 | 6.2
> COc1ccccc1-n1cn[nH]c1=S
  6 | -2.4
> Cc1cc(/C(N)=N/OC(=O)c2ccc(Cl)cc2)no1
  -1 | 4.7
> Cc1cc(C(F)F)nn1CC(=O)NCc1ccco1
  28 | -0.8
> Cc1csc(NC(=O)c2cncc(Br)c2)n1
  12 | -1.4
> Cc1c(C)c2ccc(OCC(=O)N3CCC(C(=O)O)CC3)c(C)c2oc1=O
  24 | -0.8
> CCOCCn1c(CN2CCN(c3ccccc3)CC2)nc2c1c(=O)n(C)c(=O)n2C
  30 | 4.3
> OCCn1c(Cl)nc2ccccc21
  6 | -3.0
> COCc1ccc(C(=O)N2CCCC(C(=O)c3ccc(SC)cc3)C2)o1 (stereo unspecified)
  51 | -1.0
> Cc1ccccc1CN1CCN(CC(=O)NC(C)c2ccccc2)CC1 (stereo unspecified)
  13 | -3.4
> COc1ccc(/C=N/NC(=O)C(=O)N2CCCCCC2)cc1O
  37 | -0.6
> CCN1CCN(C(=O)CN(CC)S(=O)(=O)c2ccc(F)cc2)CC1
  4 | -1.7
> Oc1c(Br)cc(Br)cc1C=NCc1ccccc1
  -13 | 0.4
> CCCCNC(=O)c1cn(CC(C)C)c(=O)c2c1c1ccccc1n2C
  9 | 0.1
> Cc1cc2c(ncn2Cc2ccccc2)c([N+](=O)[O-])c1C
  3 | 0.4
> Cc1nc(-c2ccc([N+](=O)[O-])cc2)c(-c2ccccc2)o1
  5 | -0.6
> O=C(Cc1cscn1)c1ccc(O)cc1O
  0 | -0.5
> COc1ccccc1-n1cnc(N)c1C(=O)c1ccccc1
  24 | -0.4
> COC(=O)[C@@H]1C(c2c(OC)cc(OC)cc2OC)=NO[C@H]1C(=O)OC
  8 | 0.0
> Cc1nc2sc(C(c3cccc(F)c3)N3CCCCC3)c(O)n2n1 (stereo unspecified)
  27 | -0.9
> CCOC(=O)C(C)Sc1nnc(Cc2cc(=O)[nH]c(=O)[nH]2)n1-c1cccc(OC)c1 (stereo unspecified)
  13 | -0.5
> O=C(COC(=O)c1ccccc1OCc1ccccc1Cl)NC1CC1
  34 | -0.9

Profiles as entered above.
`CC(=O)NC(C)C12CC3CC(CC(CC(=O)O)(C3)C1)C2` (stereo unspecified) is listed with OX1R antag = 7; STK33 kinase inh = -0.7
`CCOc1ccccc1OCC(=O)Nc1nc2ccccc2[nH]1` is listed with OX1R antag = 24; STK33 kinase inh = -0.9
`N/C(=N\OC(=O)COc1ccc([N+](=O)[O-])cc1)c1cccnc1` is listed with OX1R antag = 19; STK33 kinase inh = -0.6

The listing continues.
Order of results: OX1R antag | STK33 kinase inh
> O=C(CN1C(=O)C2C3C=CC(C3)C2C1=O)Nc1nc(SCc2ccc(Cl)cc2)n[nH]1 (stereo unspecified)
  12 | -0.8
> O=c1c(O)c(-c2cccs2)oc2ccc(Cl)cc12
  22 | -2.0
> C/C(=N\OCC(=O)Nc1ccc(OC(F)(F)F)cc1)c1ccc2c(c1)OCCO2
  10 | -0.6
> Cc1ccc(C)c(N2CCN(C(=O)CNS(=O)(=O)c3cccs3)CC2)c1
  13 | -1.5
> Cc1ccc(S(=O)(=O)N2CCCN(c3nccc(C(F)(F)F)n3)CC2)cc1
  22 | -1.8
> Cc1ccc(N=Nc2c(O)n(CN3CCOCC3)c3ccccc23)cc1
  15 | -5.0
> COc1ccc(C(=S)Nc2ccc(C)cc2)cc1
  23 | 0.1
> O=C(O)CCN1C(=O)/C(=C2\C(=O)N(Cc3ccc(F)cc3)c3ccccc32)SC1=S
  7 | 0.6
> COc1ccc(-c2nc3c4ccccc4[nH]c(=O)n3n2)cc1
  18 | 0.1
> COc1ccc(C(CC(=O)Nc2ccc(F)cc2)c2ccccc2)cc1 (stereo unspecified)
  24 | -0.6
> Cc1cc(C)c(C#N)c(SCCN2CCCCC2)n1
  · | -0.7
> CCCN1C(=O)/C(=C/c2ccc(N3CCCC3)c(C)c2)NC1=S
  22 | -0.4
> CCOC(=O)N1CCN(C(=O)CSc2nc(CC)nc3c2c(=O)n(C)c(=O)n3C)CC1
  17 | -0.9
> COc1ccccc1C(=O)Oc1ccccc1C(=O)Nc1ccccc1
  25 | 0.0
> Cc1cccc(C(=O)NNC(=O)CCC(=O)Nc2cccc(Cl)c2C)c1
  6 | 0.2
> Cc1cc(C(=O)CSc2nnnn2-c2ccccc2)c(C)n1CC1CCCO1 (stereo unspecified)
  18 | 3.1
> O=C1CN(C(=O)COc2ccccc2F)c2ccccc2N1
  19 | -1.1
> CC(/C=N/N1CCN(c2ccccc2)CC1)=C\c1ccco1
  13 | 0.3
> CCCCC(=O)Nc1ccc(C(=O)NNC(=O)CCc2ccccc2)cc1
  9 | -0.7
> O=C(O)C1=C[C@@H](C2CCCCC2)C[C@@H](OCc2ccc(CO)cc2)O1
  7 | -2.2
> COc1ccc(C(=O)OCC(=O)Nc2ncc([N+](=O)[O-])s2)cc1OC
  19 | -0.9
> COCC(C)NC(=O)/C(=C/c1ccccc1)c1ccccc1 (stereo unspecified)
  19 | -1.1
> CCN(c1ccccc1)S(=O)(=O)c1ccc2c(c1)N(C(C)=O)CCS2
  38 | -1.4
> C=CCNC(=O)NC(=O)Cn1c(=O)c2c(ncn2CC)n(Cc2ccccc2)c1=O
  11 | -2.8
> CNC(=O)c1oc(-c2ccc(Cl)cc2)nc1C
  8 | ·
> Cc1ccc(C(=O)NCC(c2ccco2)N2CCCCC2)s1 (stereo unspecified)
  -9 | -0.8
> O=C(NC(=S)NC1CCS(=O)(=O)C1)c1cccs1 (stereo unspecified)
  10 | -0.6
> O=C(NCc1cccs1)C1CCCN1C(=O)Nc1ccccc1Cl (stereo unspecified)
  15 | -1.6
> COc1ccc2nc(Nc3nc4cc5c(cc4s3)OCO5)sc2c1
  39 | 0.8
> CCN(CC)CCn1c2c(c(SCC(=O)Nc3ccc(C)c(F)c3)nc1=O)CCC2
  12 | -1.6
> CC(=O)N/C(=N\c1nc(C)cc(C)n1)Nc1ccc2ccccc2c1
  14 | 0.2
> Cc1ccc(CNC(=O)CCCCCNc2nc(=S)[nH]c3ccccc23)cc1
  12 | 0.3
> O=S1(=O)CC=C(CSC(=S)NC2CCS(=O)(=O)C2)C1 (stereo unspecified)
  0 | 0.2
> COc1ccc2nc(C)cc(Nc3cccc(C(=O)O)c3)c2c1
  11 | 1.0
> Cc1ccc(C(=O)NC(=S)NCC2CCCO2)cc1[N+](=O)[O-] (stereo unspecified)
  26 | -1.2
> CCN(C1CCCCC1)S(=O)(=O)c1c(C)n(C)c(=O)n(C)c1=O
  6 | -1.0
> COc1ccc(-c2cc(C(=O)N3CCc4ccccc4C3)no2)cc1
  11 | 0.5
> COC(=O)c1ccc(Oc2coc3cc(OCc4cnn(-c5ccccc5)c4)ccc3c2=O)cc1
  23 | -0.4
> COc1ccc(/C=C(/NC(=O)c2ccccc2Cl)C(=O)NCCCC(=O)O)cc1
  9 | -1.5
> CC(=O)Nc1ccc2c(c1)ncn2-c1ccccc1
  6 | 1.8
> COC(=O)CC1C(=O)NCCN1C(=O)CSc1nnc(Nc2ccc(OC)cc2)s1 (stereo unspecified)
  5 | -1.8
> C/C(=N\NC(=O)c1nn(C)cc1Cl)c1ccncc1
  10 | -0.5
> CN(C)S(=O)(=O)n1cnc(-c2ccccc2)c1-c1ccccc1
  24 | -2.2
> O=C(N/N=C/c1ccc(-c2ccccc2[N+](=O)[O-])o1)[C@H]1C[C@@H]1c1ccccc1
  17 | -2.2
> CC1CCC2CCCCC2N1C(=O)c1cc([N+](=O)[O-])cc([N+](=O)[O-])c1 (stereo unspecified)
  35 | -0.4
> Cc1ccc(NC(=O)C2CCCN(C(=O)c3ccc(Cl)cc3)C2)cc1 (stereo unspecified)
  18 | 1.1
> CCC(C)c1ccccc1NC(=O)c1cccc(-n2cnnn2)c1 (stereo unspecified)
  6 | -0.7
> COc1ccc(N2C(=O)CC(NNc3ncc(Cl)cc3Cl)C2=O)cc1 (stereo unspecified)
  19 | 0.0
> Cc1cc(=O)c2ccccc2n1Cc1ccccc1
  13 | 0.8
> COc1ccc(C(=O)OC(C)C(=O)NC(C)CCc2ccccc2)c(OC)c1 (stereo unspecified)
  12 | -0.3
> CC1CCN(c2ccc(NC(=O)c3cccnc3Cl)cc2)CC1
  21 | 0.7
> CS/C(=N\S(=O)(=O)c1cccs1)Nc1ccc(N2CCOCC2)cc1
  19 | 0.0
> CCC(C)c1ccccc1N=Cc1ccc2c(c1)OCO2 (stereo unspecified)
  5 | -1.7
> CSc1ccc(S(=O)(=O)N2CCCC2)cc1
  16 | -1.3
> Cc1ccsc1C(=O)N(Cc1nnc(-c2ccccc2Cl)o1)C1CC1
  39 | 0.3

Of the compounds above, four have bromine:
Order of results: OX1R antag | STK33 kinase inh
> O=C(NNC1CC(=O)N(c2ccc(Br)cc2)C1=O)c1ccco1 (stereo unspecified)
  6 | -0.1
> O=C(COC(=O)C12CC3CC(CC(Br)(C3)C1)C2)Nc1cccc(S(=O)(=O)N2CCOCC2)c1
  14 | -2.3
> Cc1csc(NC(=O)c2cncc(Br)c2)n1
  12 | -1.4
> Oc1c(Br)cc(Br)cc1C=NCc1ccccc1
  -13 | 0.4
